Screens as filed in PubChem BioAssay.
PglD inh: inhibitors of Campylobacter jejuni PglD acetyltransferase | purified PglD enzyme, DTNB colorimetric CoA detection | inhibition, % at 12.5 µM | 360,000 tested, 0.098% active; in the data active = inhibition above about 16%, passing the limit was not always enough; inconclusive = no clear call, values can overlap the other calls; also: strong numbers were not always called active
DENV2 CPE: inhibitors of DENV2 cytopathic effect; CPE inhibition, % at 9.99 µM; AID 651640; DENV2-infected cells, cytopathic effect rescue, plate reader; 350,000 tested, 1.7% active; in the data active = CPE inhibition above about 20%, passing the limit was not always enough; inconclusive = no clear call, values can overlap the other calls; tested in BHK-21 cells;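 also: 0% = median of neutral control wells and 100% = median of positive control wells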
S100A4 MyoIIA: inhibitors of human S100A4 binding to myosin IIA peptide; AID 652163; S100A4/TAMRA-MyoIIA peptide fluorescence polarization; inhibition, % at 10.7 µM; P26447; 360,000 tested, 0.14% active;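 active = mean inhibition of at least 70% across replicates, with every replicate also reaching that level; inconclusive = mean inhibition reaches 70% but some replicates fall short; inactive = mean inhibition below 70%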
Target sequence (P26447 whole entry, looked up): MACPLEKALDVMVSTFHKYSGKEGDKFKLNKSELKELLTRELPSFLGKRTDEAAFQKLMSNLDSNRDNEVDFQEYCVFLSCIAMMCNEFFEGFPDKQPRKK
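System – human S100A4 monomer protein, biochemical binding assay · Buffer or medium – Calcium-containing HEPES buffer, pH 7.2 · Timing – 5 min between mix addition and reading · Also added – TAMRA-labelled myosin IIA heavy-chain peptide probe, 5 nM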
C2C12 statin: suppression of simvastatin myotoxicity; 330,000 tested, 0.78% active; AID 602340; C2C12 myotubes + simvastatin, ATP luminescence, 48 h; scaled: DMSO 0, geranylgeraniol control 100; rescue of ATP level, % at 7.49 µM;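 active = mean ATP rescue above about 67%, or every replicate alone reaching that limit, limit read from the data, passing the limit was not always enough; inconclusive = no clear call, values can overlap the other calls; inactive = mean under the limit and some replicate under it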;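 also: myotubes were challenged with 10 µM simvastatin during compound exposure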
SIRT5 inh: blocks human SIRT5 desuccinylation of peptide. Q9NXA8. Purified SirT5, succinyl-peptide AMC, trypsin-coupled fluorescence. inhibition, % at 15 µM. 330,000 tested, 1.1% active. AID 652115; in the data active = inhibition above about 15%; inconclusive = no clear call, values can overlap the other calls
Target sequence (Q9NXA8 whole entry, looked up): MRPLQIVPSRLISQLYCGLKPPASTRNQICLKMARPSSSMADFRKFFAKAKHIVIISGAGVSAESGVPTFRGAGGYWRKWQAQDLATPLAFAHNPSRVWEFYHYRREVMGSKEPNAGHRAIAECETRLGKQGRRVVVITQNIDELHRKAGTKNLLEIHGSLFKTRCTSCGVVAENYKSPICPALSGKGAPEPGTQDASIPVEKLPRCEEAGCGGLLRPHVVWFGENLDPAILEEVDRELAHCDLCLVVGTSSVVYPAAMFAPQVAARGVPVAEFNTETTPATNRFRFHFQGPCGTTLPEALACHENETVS
E-sel inducer: E-selectin induction on HUVECs; 260,000 tested, 0.37% active; activation, % at 7.58 µM; HUVEC E-selectin immunofluorescence imaging; normalized: neutral wells 0, TNF-alpha wells 100;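 active = mean E-selectin-positive cell signal at least 10% of the positive control, reached in at least 60% of replicates, without over 20% cell loss; inconclusive = no rule given, readout overlaps actives, possibly toxicity-flagged; inactive = the rest, including those meeting only one limit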;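 also: in these data hits start at about 27%; measured in HUVEC primary endothelial cells; signal is the percent of cells scored E-selectin positive by PE staining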
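Assay system: HUVEC primary endothelial cells. Input: 3,000 HUVEC seeded per well. Doses: one compound dose added by pin transfer. Read-out basis: % PE-positive cells. Benchmarks: TNF-alpha high, DMSO low. Detection: immunofluorescence imaging. Buffer or medium: EGM-2, gelatin.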
ERp5 inh: blocks human ERp5 reductase activity on insulin; inhibition, % at 9.99 µM; Q15084; AID 651711; 350,000 tested, 0.05% active; ERp5 insulin aggregation, absorbance 650 nm, 90 min;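 active = mean replicate inhibition above about 25%, with every replicate also reaching it, limit read from the data, passing the limit was not always enough; inconclusive = only one of those two criteria met; inactive = neither criterion met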
Target sequence (Q15084 whole entry, looked up): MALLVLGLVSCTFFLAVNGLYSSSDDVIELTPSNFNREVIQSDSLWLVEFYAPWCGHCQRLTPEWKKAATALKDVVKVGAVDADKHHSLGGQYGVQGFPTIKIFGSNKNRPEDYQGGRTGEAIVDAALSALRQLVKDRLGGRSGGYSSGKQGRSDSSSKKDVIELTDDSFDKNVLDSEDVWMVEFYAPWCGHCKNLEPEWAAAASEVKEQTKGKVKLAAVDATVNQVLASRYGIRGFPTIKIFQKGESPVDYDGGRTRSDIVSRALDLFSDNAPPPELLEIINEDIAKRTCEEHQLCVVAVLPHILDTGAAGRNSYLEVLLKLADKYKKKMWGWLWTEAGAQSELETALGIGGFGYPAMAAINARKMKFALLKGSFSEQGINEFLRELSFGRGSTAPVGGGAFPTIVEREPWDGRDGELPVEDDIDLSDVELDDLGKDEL
* marks the source's active call; other numbers are inactive results; u = inconclusive; x = not tested or not shown. The list is partial; the hit share may differ from the screen's.

SMILES	PglD inh	DENV2 CPE	S100A4 MyoIIA	C2C12 statin	SIRT5 inh	E-sel inducer	ERp5 inh
Cc1ccc(-c2nc(CS(=O)CC(=O)NC3CC3)c(C)o2)cc1 (centres undefined)	-2	5	1	7	-9	x	3
COc1ccc(NC(=O)N(C)C[C@@H]2Oc3ccc(NC(=O)CCCCCC(=O)Nc4ccccc4N)cc3C(=O)N([C@H](C)CO)C[C@H]2C)cc1	x	-6	-4	x	1	x	-6
C=C(C)Cn1c(CN(C)Cc2ccccc2)nc2c1c(=O)n(C)c(=O)n2C	0	-3	0	-24	5	x	2
N#CCCN(C(=O)COC(=O)COc1ccc(Cl)cc1)c1ccccc1	x	7	0	x	0	x	1
O=S(=O)(c1ccccc1)N1CCN(CC2CC3C=CC2C3)CC1 (centres undefined)	x	-4	-1	x	0	-0.3	1
CS(=O)(=O)Nc1ccc2c(c1)[C@@H]1C[C@@H](CC(=O)NCc3ccccn3)O[C@@H](CO)[C@@H]1O2	-1	3	4	1	-1	0.0	3
CC(=O)c1ccc(C(=O)NC2CCCN(Cc3ccc(Cl)cc3)C2)s1 (centres undefined)	1	-4	1	8	2	0.0	-13
Clc1ccc(Cn2ncc3c(NCc4ccccc4)ncnc32)c(Cl)c1	x	-4	2	x	-3	0.0	10
CCOc1ccc(NC(=O)CC2C(=O)N(c3ccccc3)C(=O)N2CCc2cccs2)cc1 (centres undefined)	1	-9	0	x	-1	5.7	-1
O=C1Nc2ccccc2C12NCCc1c2[nH]c2ccccc12 (centres undefined)	-5	-5	-1	8	4	x	6
CCOC(=O)c1c(-c2ccccc2)c(C(C)=O)c(=O)n(C)c1C	-3	8	1	-4	x	-0.2	8
CCC(=O)c1ccc(OCC(=O)N2CCc3cc(OC)c(OC)cc3C2)cc1	4	x	0	x	4	x	-6
CCC(=O)c1ccc(OCC(=O)N2CCCC2)c(OC)c1	x	0	0	x	-2	x	3
CO[C@@H]1CN(C)C(=O)c2ccc(NC(=O)C3CCC3)cc2OC[C@H](C)N(Cc2ccc(F)cc2)C[C@H]1C	5	-4	11	15	6	-0.1	-1
Cc1nn(CC(=O)NCc2cc3ccccc3[nH]2)c(C)c1[N+](=O)[O-]	x	2	0	x	1	x	4
CCc1ccc(N(C(=O)c2snc(C(N)=O)c2N)C(C(=O)NCC2CCCO2)c2cccs2)cc1 (centres undefined)	x	x	-1	x	-1	x	-1
CN(C)S(=O)(=O)c1ccc(-c2csc(N/N=C/c3ccc(O)cc3)n2)cc1	1	5	1	13	-2	x	1
COC(=O)c1cc(C(=O)N2CCN(C(=O)c3ccco3)CC2)cc([N+](=O)[O-])c1	-3	-4	3	x	2	-0.1	2
C[C@@H]1CN([C@H](C)CO)C(=O)c2cc(NC(=O)c3ccncc3)ccc2O[C@H]1CN(C)Cc1ccc(C(F)(F)F)cc1	3	-9	-1	7	-4	3.9	-1
O=C1C=C(OCCF)CC(c2ccccc2C(F)(F)F)O1 (centres undefined)	x	-1	-1	x	-1	0.0	4
Cc1[nH]cc(Br)c(=O)c1Oc1ncc(C(F)(F)F)cc1Cl	8	0	-2	-6	-1	x	4
O=c1ccn([C@@H]2O[C@H](CNS(=O)(=O)c3csc(-c4ccno4)c3)[C@@H](O)[C@H]2O)c(=O)[nH]1	-7	-6	-11	1	-5	1.8	6
COc1ccc(CNC(=O)c2ccc(N3CCC4(CC3)CC(c3ccc(Cl)cc3)=NO4)c(NC(=O)c3ccccc3)c2)cc1	-4	-2	0	21	-2	-0.1	7
CCCCn1c(=O)nc2n(-c3ccccc3C)c3ccccc3cc-2c1=O	-6	-1	7	x	-2	2.0	5
CSCCC(NC(=O)COc1ccccc1)C(=O)N(C)Cc1cccc(F)c1 (centres undefined)	5	-2	1	8	3	0.4	-3

Next part.
SMILES	PglD inh	DENV2 CPE	S100A4 MyoIIA	C2C12 statin	SIRT5 inh	E-sel inducer	ERp5 inh
C[C@@H]1CN([C@H](C)CO)C(=O)c2cc(NC(=O)NC3CCCCC3)ccc2O[C@@H](C)CCCCO[C@H]1CN(C)C(=O)Nc1ccc(F)cc1	x	4	2	x	x	0.2	2
C/C=C/c1ccc([C@@H]2[C@@H](CO)N(CCC(F)(F)F)C23CN(C(C)=O)C3)cc1	x	3	-16	x	x	0.0	x
COc1ccc(NC(=O)c2ccccc2OCc2ccc(F)cc2)c(OC)c1	1	7	-3	18	-6	x	5
CCC(=O)NC[C@@H]1[C@@H](c2ccc(C3=CCCC3)cc2)[C@H](CO)N1C(=O)C1CC1	-2	3	x	1	x	0.0	x
O=C(N/N=C/c1cccnc1)c1ccc2c(c1)OCO2	-5	10	3	-9	8	0.9	3
CNC[C@@H]1Oc2ncc(-c3cncnc3)cc2C(=O)N([C@H](C)CO)C[C@@H]1C	x	-15	5	x	-1	-0.1	-1
O=C(Nc1ccccc1)N1CCC(n2c(=O)[nH]c3ccccc32)CC1	1	-16	-1	-11	1	x	-8
C[C@@H]1CCCCO[C@@H](CN(C)S(=O)(=O)c2cccs2)[C@H](C)CN([C@@H](C)CO)C(=O)c2cc(NC(=O)Nc3cccc4ccccc34)ccc2O1	3	u	x	-22	x	-0.2	x
CCCC(=O)Nc1ccc2c(c1)OC[C@H](C)N(C(C)=O)C[C@@H](C)[C@@H](OC)CN(C)C2=O	1	8	2	14	-1	-0.2	1
CS(=O)(=O)Nc1ccc(C2=NN(C(=O)c3ccco3)C(c3ccc(F)cc3)C2)cc1 (centres undefined)	x	-2	2	x	-2	-5.8	2
O=C(C[C@H]1C=C[C@@H](NS(=O)(=O)c2ccc(F)cc2)[C@@H](CO)O1)NCc1ccccc1F	x	3	-12	x	-3	-0.3	-3
Cc1ccc(C(=O)c2no[n+]([O-])c2C(=O)c2ccc(C)cc2)cc1	x	-1	0	x	-4	x	4
COc1cc2c(cc1OC)C(C(=O)NCc1ccco1)C(c1cccs1)N(C)C2=O (centres undefined)	0	x	23	4	1	x	-3
C[C@@H]1CCCCO[C@@H](CN(C)C)[C@H](C)CN([C@@H](C)CO)C(=O)c2cc(NS(C)(=O)=O)ccc2O1	1	1	-8	39	0	-0.3	5
CCN(CC)CCCNc1nc2ccccc2c2nc(-c3ccncc3)nn12	-3	-7	-33	u	-1	-0.1	-7
C[C@H](CO)N1C[C@H](C)[C@@H](CN(C)C(=O)Nc2ccc(F)cc2)Oc2c(NC(=O)Nc3ccccc3)cccc2C1=O	3	3	6	-15	3	-0.1	2
Cc1c(Cl)cccc1-n1c(SCC(=O)NCc2ccccc2Cl)nnc1-c1ccncc1	0	5	-4	-14	-3	x	-6
CCS(=O)(=O)N1CCC(NC(=O)C(Cc2ccc(OC)c(OC)c2)NC(C)=O)CC1 (centres undefined)	-4	u	5	3	-2	0.0	0
CCc1cc(=O)oc2cc(C)cc(OCC(=O)NCc3ccccn3)c12	2	15	-1	13	-8	3.3	15
O=C(C1CC1)N1CCCCN2[C@H](C1)[C@H](c1ccc(C#CC3CCCC3)cc1)[C@@H]2CO	1	-6	2	-10	4	-0.6	-1
O=C(NCCN1C(=O)S/C(=C/c2ccccc2)C1=O)C1CCCN1C(=O)c1cccs1 (centres undefined)	x	-6	6	x	-1	-2.1	-1
C[C@H](CO)N1C[C@H](C)[C@@H](CN(C)C(=O)Nc2ccc(C(F)(F)F)cc2)Oc2ncc(-c3cccnc3)cc2C1=O	0	30*	-13	-21	-5	-0.2	-6
O=C(CNC(=O)OCc1ccccc1)Oc1cc2oc(=O)cc(-c3ccccc3)c2cc1Cl	5	x	0	11	x	x	2
CC(=O)Nc1ccc2c(c1)C(=O)N(C)[C@@H]1CC[C@@H](CC(=O)NCCCN3CCOCC3)O[C@H]1CO2	x	x	13	7	-2	0.2	x
C[C@@H]1CN([C@H](C)CO)C(=O)c2cc(-c3ccncc3)cnc2O[C@H]1CN(C)C(=O)C1CCCCC1	-1	u	6	-10	-3	0.4	-4

Record cards, as listed above. Order of screens: PglD inh | DENV2 CPE | S100A4 MyoIIA | C2C12 statin | SIRT5 inh | E-sel inducer | ERp5 inh
Entry for `O=C(NCCN1C(=O)S/C(=C/c2ccccc2)C1=O)C1CCCN1C(=O)c1cccs1` (centres undefined) → x | -6 | 6 | x | -1 | -2.1 | -1
Entry for `COc1cc2c(cc1OC)C(C(=O)NCc1ccco1)C(c1cccs1)N(C)C2=O` (centres undefined) → 0 | x | 23 | 4 | 1 | x | -3
Entry for `CO[C@@H]1CN(C)C(=O)c2ccc(NC(=O)C3CCC3)cc2OC[C@H](C)N(Cc2ccc(F)cc2)C[C@H]1C` → 5 | -4 | 11 | 15 | 6 | -0.1 | -1

The listing continues:
SMILES	PglD inh	DENV2 CPE	S100A4 MyoIIA	C2C12 statin	SIRT5 inh	E-sel inducer	ERp5 inh
O=C(c1ccco1)N1CCN(c2ccc(F)cc2)CC1	x	-2	1	x	-7	x	0
O=C(C1CCC1)N1[C@H](CO)[C@@H](c2ccccc2)C12CN(CCC(F)(F)F)C2	x	15	2	x	-1	0.1	6
O=C(c1ccccc1)N1C[C@H]2[C@@H](c3ccccc31)[C@@H](CO)N2Cc1cc(F)ccc1F	1	-10	4	-6	1	-0.2	-4
Cc1cccc(C)c1NC(=O)c1cccc2c1-c1ccccc1C2=O	2	0	4	x	0	x	-2
C[C@H](CO)N1C[C@H](C)[C@@H](CN(C)Cc2ccccc2)Oc2ccc(NC(=O)C3CCCCC3)cc2C1=O	-2	x	-9	3	3	x	1
O=c1[nH]c(CSc2ccccn2)nc2c1oc1ccccc12	x	-12	-1	x	-1	x	0
Cc1noc(C)c1NC(=O)N(C)C[C@H]1OCCCC[C@@H](C)Oc2ccc(N(C)C)cc2C(=O)N([C@H](C)CO)C[C@@H]1C	-3	-3	0	4	6	0.2	3
CCOC(=O)c1cc(/C(C)=N/OC(=O)c2ccc(Cl)cc2)on1	2	-2	-2	x	-2	0.0	-2
Cn1c(=O)c2[nH]c(N3CCN(c4cccc(O)c4)CC3)nc2n(C)c1=O	x	2	4	x	-1	x	0
CCCCn1c(N)c(N(CC)C(=O)c2ccc(N3CCCC3=O)cc2)c(=O)[nH]c1=O	2	1	5	-5	-3	0.9	4
CC(CC(=O)N1CCN(c2ccc(C(F)(F)F)cn2)CC1)n1ccnc1 (centres undefined)	x	12	-3	x	-10	3.1	-4
O=C(O)C[C@H]1CC[C@@H](NC(=O)c2ccccc2F)[C@@H](CO)O1	0	-2	30	6	4	-0.2	-2
COc1cccc(S(=O)(=O)N2CCCCN3[C@H](CO)[C@@H](c4ccc(C#CC5CC5)cc4)[C@@H]3C2)c1	1	-29	-3	38	12	0.0	-4
COc1ccccc1NC(=O)C(C)N(C)CC(=O)Nc1cccc2ccccc12 (centres undefined)	-2	8	-2	-6	-1	0.0	-3
COc1ccccc1C(=O)C1CCCN(C(=O)c2cn3cc(Cl)ccc3n2)C1 (centres undefined)	-4	0	2	-16	-4	3.5	10
COc1ccccc1-c1cnc2c(c1)C(=O)N([C@@H](C)CO)C[C@H](C)[C@H](CN(C)C(C)=O)O2	-1	17	-13	-1	1	0.0	-1
C/C(=N\Nc1ccc(Cl)c(C(=O)O)c1)c1cccc2ccccc12	0	4	-14	-2	3	x	7
O=P(c1ccccc1)(c1ccccc1)c1cc(S(=O)(=O)O)ccc1O	0	7	-4	-3	-6	0.0	0
CCOC(=O)c1cc(-c2ccc(/C=C3/C(=O)NC(=O)C(C#N)=C3C)o2)ccc1Cl	-2	-2	-15	-12	10	x	u
CSc1nc2ccc(NS(=O)(=O)c3cccc(Cl)c3Cl)cc2s1	2	-7	-8	x	-1	x	1
CN(Cc1cn(-c2ccccc2)nc1-c1ccc2c(c1)OCO2)Cc1nccn1C	-6	-2	-1	0	-9	x	-4
